Mito fusion yeast – inhibitors of mitochondrial division or activators of mitochondrial fusion; S. cerevisiae fusion-defective mutant growth rescue, CellTiterGlo 48 h; Potency, µM (doses to about 46.1 µM), without a hit: at the highest dose growth rescue (activation), actives largely listed as activators; 0.23% of 320,000 active; AID 485298;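 further: potency means the concentration at half of the fitted maximal effect; % of control where 0% means no effect; nearly all actives have a fitted effect of over 45% in size; temperature-sensitive fusion mutants such as fzo1-1 at 37 °C on non-fermentable ethanol glycerol medium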
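Growth-rescue viability read-out: after 48 h at the non-permissive 37C in glycerol/ethanol YPEG, yeast mitochondrial fusion mutants are measured by CellTiterGlo luminescence; compounds (23 nl pinned per well) restoring growth score as division inhibitors or fusion activators.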
TSHR antagonist – antagonists of human thyroid stimulating hormone receptor. TSHR-expressing cells, TSH-stimulated cAMP HTRF, 2 h; active compounds read low. activity change, negative = inhibition, % at 11.5 µM. 0.2% of 330,000 active. P16473;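 active means activity change below a set negative limit, meaning inhibition stronger than a set level, cut at about -70% in these data; inconclusive means activity change between two set negative limits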; further: on the % scale 0 is the no-effect control and ±100 the full control effect
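Read-out is FRET at 665 nm (cryptate excitation 337 nm) from a cryptate-tagged anti-cAMP antibody, competed by cell cAMP against cAMP-d2. Compounds are tested on freshly harvested TSHR cells challenged with 4nM TSH (EC80) for 2 hours at 37 deg C.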
GALK inhibitor – blocks human galactokinase activity | Purified GALK, Kinase-Glo residual ATP luminescence | Potency, µM (top dose mostly 57.5 µM), inactives show at the highest dose activity change, negative = inhibition, actives largely listed as inhibitors | P51570 | 0.007% of 270,000 active | AID 1868; further: potency means the concentration at half of the fitted maximal effect; on the % scale 0 is the no-effect control and ±100 the full control effect
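ATP-depletion format; final 35 uM ATP, 100 uM D-galactose, 5 nM enzyme; pH 8.0 HEPES/Mg2+ buffer; 60 min RT; luminescence read 10 min after detection reagent.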
PKM2 act – increases activity of human pyruvate kinase M2 | 0.34% of 260,000 active | P14618 | purified PKM2, Kinase-Glo ATP luminescence, activation; response scale: 0% is enzyme alone, no compound | AID 1631 | Potency, µM (titrated, usually from 57.5 µM), without a hit: at the top dose activation, actives largely listed as activators; further: potency means the concentration at half of the fitted maximal effect; on the % scale 0 is the no-effect control and ±100 the full control effect; nearly all actives have a fitted effect of over 55% in size
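Purified hPK-M2 (>95%) run at intermediate activity with 0.1 mM ADP and 0.5 mM PEP in 50 mM imidazole pH 7.2, KCl, MgCl2; 1 h room temperature. ATP formed read by Kinase-Glo luminescence; normalized to uninhibited and no-enzyme controls.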
Menin MLL FP TR – menin-MLL binding inhibition, Texas Red mutant peptide. O00255. Menin + Texas Red MLL mutant peptide, fluorescence polarization. Potency, µM (series often up to 61.6 µM), for inactives: at the top dose FP activity change, negative = inhibition, usual class: inhibitors. 0.23% of 270,000 active. AID 1768; active means well fitted inhibition curve with a large enough effect in the polarisation, with a control signal flat, not every such curve was filed as active; inconclusive means small, poorly fitted or top-dose-only effect, or effect the other way, or a change in a side signal; inactive means no such curve, though single readings can be large or run the other way; the % refers to the polarisation; further: potency means the concentration at half of the fitted maximal effect; % of control where 0% means no effect; many of its hits are not listed in these tables
Target sequence (O00255 whole entry, looked up): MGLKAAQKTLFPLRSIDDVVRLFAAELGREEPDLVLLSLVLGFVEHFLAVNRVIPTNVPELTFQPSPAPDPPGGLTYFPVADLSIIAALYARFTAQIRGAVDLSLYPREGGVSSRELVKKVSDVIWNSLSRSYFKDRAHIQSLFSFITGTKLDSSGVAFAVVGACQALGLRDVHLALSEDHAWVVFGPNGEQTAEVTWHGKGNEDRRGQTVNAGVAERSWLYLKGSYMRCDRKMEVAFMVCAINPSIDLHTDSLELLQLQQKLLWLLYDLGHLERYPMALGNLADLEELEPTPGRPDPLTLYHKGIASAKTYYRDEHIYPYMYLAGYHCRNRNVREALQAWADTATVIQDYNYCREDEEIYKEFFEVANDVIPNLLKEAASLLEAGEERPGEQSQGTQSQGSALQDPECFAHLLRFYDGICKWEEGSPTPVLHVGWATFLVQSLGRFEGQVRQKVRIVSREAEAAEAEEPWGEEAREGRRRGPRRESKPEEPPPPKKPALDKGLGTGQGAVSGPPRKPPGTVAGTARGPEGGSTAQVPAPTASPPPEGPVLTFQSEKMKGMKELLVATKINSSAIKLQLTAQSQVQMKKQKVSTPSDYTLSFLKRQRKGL
KCNH2 WT inh – inhibitors of human wildtype KCNH2 potassium channel. U2OS, BacMam KCNH2, thallium flux FluxOr; active compounds read low. activity change, % at 1.84 µM. 0.37% of 340,000 active. AID 720551;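 active means maximum activity change below -70%; inconclusive means maximum activity change between -70% and -50%; inactive means maximum activity change above -50%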; further: on the % scale 0 is the no-effect control and ±100 the full control effect
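U2OS cells were transduced with wild-type KCNH2 virus (2.03 x 10^8 / mL) for 4 h at room temperature, then cultured overnight at 37 C. Thallium flux was read with FluxOr dye. Rate constants were normalized to DMSO controls.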
MBNL1 CUG block – inhibitors of human MBNL1 binding to CUG repeat RNA | Q9NR56 | TR-FRET MBNL1-His/biotin-(CUG)12 binding, 665/545 ratio | Potency, µM (titrated, usually from 57.5 µM), for inactives: at the highest dose activity change, negative = inhibition, hits mostly inhibitors | 0.036% of 280,000 active | AID 2675; active means well fitted inhibition curve with a large enough effect in the signal ratio, with a control signal flat, not every such curve was filed as active; inconclusive means small, poorly fitted or top-dose-only effect, or effect the other way, or a change in a side signal; inactive means no such curve, though single readings can be large or run the other way; the % refers to the signal ratio; further: potency means the concentration at half of the fitted maximal effect; on the % scale 0 is the no-effect control and ±100 the full control effect
Target sequence (Q9NR56 whole entry, looked up): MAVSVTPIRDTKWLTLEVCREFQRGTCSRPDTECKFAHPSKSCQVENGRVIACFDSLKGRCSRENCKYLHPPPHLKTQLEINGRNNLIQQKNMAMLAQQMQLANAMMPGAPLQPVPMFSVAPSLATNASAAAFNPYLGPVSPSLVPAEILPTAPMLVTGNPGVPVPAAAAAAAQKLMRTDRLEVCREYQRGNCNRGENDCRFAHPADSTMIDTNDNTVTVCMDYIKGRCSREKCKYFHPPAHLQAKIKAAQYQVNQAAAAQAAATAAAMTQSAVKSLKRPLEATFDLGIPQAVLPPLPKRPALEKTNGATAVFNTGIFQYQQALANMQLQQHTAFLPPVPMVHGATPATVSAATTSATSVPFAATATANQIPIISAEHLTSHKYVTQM
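TR-FRET readout: Ex 340 nm, 665/545 nm emission ratio, normalized to buffer-only (basal) and MBNL1-(CUG)12 controls. Complex of MBNL1-His with Biotin-(CUG)12, compounds 92 nM–58 uM, incubated 60 min at room temperature.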
Eya2 phos inh – inhibitors of human Eya2 phosphatase activity; O00167; recombinant Eya2, OMFP fluorescence dephosphorylation (OMFP is methylfluorescein phosphate); Potency, µM (top dose mostly 76.9 µM), for inactives: at the highest dose activity, negative = inhibition, most hits filed as inhibitors; 0.006% of 330,000 active; AID 488837; further: potency means the concentration at half of the fitted maximal effect; on the % scale 0 is the no-effect control and ±100 the full control effect
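Eya2 protein (added as 0.2 uM solution) was preincubated with compound for 10 min at ambient temperature in 50 mM HEPES pH 7.5, 50 mM NaCl, 5 uM MgCl2, 0.05% BSA, 1 mM DTT. OMFP (added at 50 uM) then reacted 10 min; fluorescence read at 485/525 nm.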
S-ASM inh – human S-ASM enzyme inhibition. 0.006% of 340,000 active. P17405. placental ASM, HMU-PC fluorogenic substrate, 60 min. Potency, µM (top dose mostly 57.5 µM), inactives show at the top dose activity change, negative = inhibition, actives largely listed as inhibitors; further: potency means the concentration at half of the fitted maximal effect
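Steps: dispense placental human ASM, pin compound, wait 10 min at room temperature, add HMU-PC0 substrate at 9 uM final, incubate 60 min at 37 °C, add stop solution raising pH to 10, read fluorescence.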
Chronic BCR inh – blocks chronic active B-cell receptor signaling; ABC-DLBCL IkBa-CBG/CBR reporter, luminescence ratio, 4 h; Potency, µM (doses to about 46.1 µM), inactives show at the highest dose ratio change, negative = lower green/red ratio, most hits filed as inhibitors; 0.05% of 340,000 active; AID 493014; active means well fitted inhibition curve with a large enough effect in the signal ratio, with a control signal flat, not every such curve was filed as active; inconclusive means small, poorly fitted or top-dose-only effect, or effect the other way, or a change in a side signal; the % refers to the signal ratio;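 further: potency means the concentration at half of the fitted maximal effect; plate controls were basal doxycycline-induced cells for no effect and cells given 10 µM MG132 for full effect; MG132 reads +100%, hits lower the ratio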
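Compounds up to 46 uM were incubated four hours with TMD8 cells whose green CBG68 luciferase is fused to IkappaBalpha; red CBR luminescence normalised the signal, and concentration-effect curves were fitted to fusion, red and ratio data.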
USP2a inh – inhibitors of human ubiquitin-specific protease USP2a; O75604; USP2 core, Ub-CHOP2 coupled fluorogenic reporter, 485/531; Potency, µM (series often up to 38.3 µM), without a hit: at the top dose activity change, negative = inhibition, most hits filed as inhibitors; 0.01% of 330,000 active; AID 463254;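 further: potency means the concentration at half of the fitted maximal effect; plate controls were DMSO wells for no effect and full inhibition by NEM control for full effect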
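Cell-free coupled assay: 10nM USP2 core preincubated 30min RT with compound in Tris-HCl pH 8.0/CaCl2/CHAPS buffer, then 25nM Ub-CHOP2 and 25nM reporter substrate; fluorescence (Ex 485/Em 531) read after 60min RT, normalized to NEM inhibition, concentration-response curves fitted.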
An asterisk follows results filed as active; ? = inconclusive; . = not tested or not shown; & = joins results of further samples; [ ] = another dose, or the depositor's remark. Unless noted, the call rests on the fitted dose curve; in most records, active means well fitted curve in the direction sought with a large enough effect; inconclusive means small, poorly fitted or top-dose-only effect, or another doubt; inactive means no such curve, though single readings can be large; an effect the other way counts as inactive or inconclusive. This is a subset; rates above refer to the full screens.

SMILES	Mito fusion yeast	TSHR antagonist	GALK inhibitor	PKM2 act	Menin MLL FP TR	KCNH2 WT inh	MBNL1 CUG block	Eya2 phos inh	S-ASM inh	Chronic BCR inh	USP2a inh
Cc1cccc2sc(N(CCCN(C)C)C(=O)c3ccc(S(=O)(=O)N4CCc5ccccc5C4)cc3)nc12	-11%	-7	5%	7%	?	13	-5%	0%	-4%	5%	-1%
CCn1ccnc1CN1CCCC(CO)(Cc2cccc(OC)c2)C1 (configuration not stated)	7%	14	0%	11%	-20%	-1	-3%	0%	0%	1%	0%
NC(=O)OCC(O)COc1ccc(Cl)cc1 (configuration not stated)	0%	-3	.	.	.	-10	.	12%	-4%	2%	1%
O=C(Nc1cccc(-c2cn3ccccc3n2)c1)c1cnccn1	-2%	-1	0%	-1%	-27%	-1	-2%	-4%	-2%	-5%	1%
CCCn1nnnc1NCc1cccc(OC)c1OCC	-1%	0	3%	2%	3%	-4	-4%	-9%	4%	0%	1%
COC(=O)CSc1nc2c(cnn2-c2ccc(F)cc2)c(=O)[nH]1	7%	-6	-1%	.	30%[activator]	-1	-3%	0%	2%	11%&-13%	0%
COc1ccc(NC2CCCN(C(=O)CSc3ccccc3)C2)cc1 (configuration not stated)	2%	-15	-9%	.	.	5	1%	4%	0%	0%	-1%
O=C(Nc1ccc(-c2ccccc2)cc1)c1ccccc1	2%	-9	-1%	-5%	-27%	-5	0%	-4%	-1%	3%	4%
O=C(Nc1ccc(NC(=O)C2CC2)nc1)c1cccnc1	-2%	4	0%	-4%	-5%	-5	-18%	-10%	5%	5%	1%
CSCc1cc(N2CCCC2)nc(-c2ccccc2)n1	?	-4	0%	-8%	15%	3	7%	-17%	-4%	18%	3%
CC(=O)Nc1ccc(OCC(O)CNC2CCCC2)cc1 (configuration not stated)	1%	34	-1%	5%	?	3	-15%	-9%	0%	4%	0%
O=C(Nn1cnc2ccccc2c1=O)c1ccccc1	0%	-13	-2%	1%	3%	-2	2%	12%	0%	3%	6%
O=C(C[n+]1ccccc1)N/N=C/c1ccccc1Cl	-3%	1	.	.	.	-2	.	3%	-2%	0%	-6%
CCn1c(SCC(=O)Nc2nnc(C)s2)nnc1C(C)NC(=O)c1ccccc1 (configuration not stated)	4%	10	0%	1%	-5%	4	-2%	-4%	2%	?	3%
Cn1c(=O)oc2cc(S(=O)(=O)NCCc3ccccc3)ccc21	3%	-9	0%	?	-8%	-9	-9%	6%	3%	2%	4%
CC(=O)c1ccc(OCCN2CCOCC2)cc1	-3%	-1	0%	0%	-7%	-2	-15%	8%	-1%	-19%	-2%
COC(=O)c1c(NC(=S)Nc2ccc(C(=O)N3CCOCC3)cc2)sc2c1CCC2	-17%	-6	-1%	-26%	8%	-5	8%	8%	-2%	4%	2%
COc1ccc(-n2c(-c3ccc(F)cc3)cnc2SCC(=O)NCc2ccco2)cc1	12%	-3	-2%	0%	-6%	-3	0%	-1%	-5%	?	4%
Cc1cc(C(=O)NC2CC(C)(C)Cc3c2cnn3-c2ccccc2)n[nH]1 (configuration not stated)	4%	0	-8%	-6%	.	-8	2%	-1%	1%	-1%	0%
COc1cccc(C2CC(c3cccs3)=NN2C(=O)CSc2nc3c(cnn3-c3ccc(F)cc3)c(=O)[nH]2)c1OC (configuration not stated)	14%	5	.	-7%	18%	-3	-10%	-1%	-22%	0%	-1%
COc1ccc(/C=C2\SC(=S)N(CC(=O)Nc3nnc(C)s3)C2=O)cc1	12%	21	.	-9%	-10%	-13	-19%	5%	-5%	-1%	0%
COc1cc(/C(O)=C(\C#N)c2nc3ccccc3[nH]2)cc(OC)c1OC	4%	0	-5%	0%	?	-10	4%	10%	342%[activator]	10%	2%
O=C(NCC1CCCN1S(=O)(=O)c1ccccc1)C(=O)NC1CC1 (configuration not stated)	0%	3	.	.	.	-7	.	7%	3%	?	-1%
COc1ccccc1CNS(=O)(=O)c1ccc(-c2cnc(C3CC3)o2)cc1	-1%	0	1%	.	.	-14	2%	-12%	2%	?	-3%
CCn1c(-c2ccc(C)cc2)nn(CC(=O)NCCc2ccccc2)c1=S	-2%	1	2%	8%	0%	5	-9%	1%	6%	3%	-2%

New compounds follow.
SMILES	Mito fusion yeast	TSHR antagonist	GALK inhibitor	PKM2 act	Menin MLL FP TR	KCNH2 WT inh	MBNL1 CUG block	Eya2 phos inh	S-ASM inh	Chronic BCR inh	USP2a inh
COc1ccc(CN2CCN(C(=O)c3ccc(CNS(=O)(=O)c4ccc(C)cc4)cc3)CC2)c(OC)c1OC	3%	-3	-1%	.	.	5	-3%	5%	-1%	?	3%
COc1ccccc1N1CCN(C(=O)c2cc(N3C(=O)C4C5CCC(C5)C4C3=O)ccc2Cl)CC1 (configuration not stated)	7%	4	0%	-8%	7%	-10	-10%	-7%	2%	-2%	3%
Cc1ccc(C(=O)NCCNC(=O)c2ccco2)cn1	-2%	-6	-4%	7%	-1%	-7	2%	12%	-1%	4%	1%
Brc1ccc(-c2csc(N3CCc4ccccc4C3)n2)cc1	-9%	-1	.	-1%	?	-10	13%	10%	-3%	-1%	5%
COc1cc(CN(CCN(C)C)Cc2ccccc2)ccc1OCc1ccccc1	-17%	1	.	4%	?	40	6%	3%	-3%	0%	1%
COC(=O)c1ccc(S(=O)(=O)NNC(=O)COc2ccc(C)cc2)cc1	0%	4	0%	-4%	-8%	2	.	7%	0%	1%	1%
COC(=O)[C@@]12CCCCN1[C@H](c1ccc(-c3ccccc3)cc1)[C@@H]1C(=O)N(C)C(=O)[C@@H]12	?	-10	.	.	.	-3	.	-12%	-15%	4%	-1%
O=C(COc1ccccc1)N1CCN(C(=O)Cc2ccccc2)CC1	3%	6	2%	2%	-1%	-4	-9%	5%[15.4 µM]	0%	4%	?
Cc1ccc(/C=N/NC(=O)NC23CC4CC(CC(C4)C2)C3)o1	4%	6	5%	-9%	.	-3	2%	-6%	0%	-2%	-1%
COc1ccc(-c2cc3cc(OC)c(OC)cc3c(C)n2)cc1	7%	-13	3%	5%	14%	-10	1%	0%	-2%	?	4%
COc1ccc(/C=C2\N=C(SC)N(c3ccccc3OC)C2=O)cc1	-3%	-1	4%	-4%	14%	-4	?	-2%	28%	-11%	-1%
Cc1nc2ccccc2nc1N1CCCC1	0%	-8	5%	-5%	.	6	?	10%	22%	2%	3%
CCCCN(C(=O)c1cccc(C)c1)c1c(N)n(CCC)c(=O)[nH]c1=O	5%	33	9%	2%	0%	-10	-6%	13%	1%	4%	1%
C/C(=N\NS(=O)(=O)c1ccccc1)c1ccc2c(c1)OCO2	2%	-13	-1%	22%	-13%	-4	-3%	-3%	2%	0%	-2%
Cc1nc2ccc(-c3ccccc3)cc2o1	-1%	17	1%	-15%	-6%	-2	-4%	-4%	0%	?	-2%
CNS(=O)(=O)c1cn(CC(=O)NCc2ccc(N(C)C)cc2)cc1S(=O)(=O)NC	6%	0	2%	.	13%	0	4%	6%	0%	-3%	2%
O=C(O)c1ccc2c(c1)C(=O)N([C@H](Cc1ccc(-c3ccccc3)cc1)C(=O)O)C2=O	1%	-1	.	.	42%[activator]	.	.	5%	.	-4%	3%
CCOc1ccccc1N(CC(=O)NC1CCCCC1)C(=O)CCCC(=O)Nc1ccccn1	0%	23	13%	8%	0%	-5	2%	-12%	2%	?	-1%
COc1ccccc1NC(=O)CN1C(=O)CSC(C)C1=O (configuration not stated)	2%	21	1%	-2%	-4%	-9	-13%	3%	-2%	?	5%
CCOC(=O)c1cnc2ccc(C)cc2c1Nc1ccc(N2CCOCC2)cc1	23%	-12	1%	-2%	?	10	?	5%	-12%	?	3%

High-throughput results as filed in PubChem BioAssay.
